SRC3 inh: human NCOA3 inhibition. Q9Y6Q9. HEK293 GAL4-SRC3 luciferase reporter, luminescence. inhibition, % at 3.6 µM. 360,000 tested, 0.17% active. AID 588352;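 active = inhibition above a per-campaign cutoff, the mean of all compounds plus 3 SD, cut at about 60% in these data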;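 note: 0% = DMSO-treated cells and 100% = gossypol-treated cells at 36 µM; higher means less SRC3-driven luciferase light from the GAL4 reporter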
COUP-TFII inh: NR2F2 (human) inhibition, primary screen. HEK293T NGFI-A luciferase reporter, luminescence. inhibition, % at 8.6 µM. 370,000 tested, 0.7% active. AID 686940;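 active = inhibition above a per-plate cutoff, mean inhibition of test wells between control levels plus 3 SD, cut at about 38% in these data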;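 note: cells cotransfected with COUP-TFII expression vector driving the NGFI-A reporter; 0% = median of COUP-TF2 test wells and 100% = reporter-only cells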
Exocytosis inh: lytic granule exocytosis inhibition. 360,000 tested, 0.66% active. TALL-104 LAMP-1 surface exposure, flow cytometry; cells stimulated with thapsigargin and PMA. inhibition, % at 10 µM;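 active = inhibition above about 55%, limit read from the data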
TROY signal inh: inhibitors of TROY-dependent NF-kB signaling. Q293 LMP1-TROYcd NF-kB luciferase reporter, 4 h. inhibition, % at 10 µM. 360,000 tested, 0.98% active;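 active = compounds whose plate-normalised and pattern-corrected inhibition of the luciferase reporter signal at the single screening dose is 50% or more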
NCOA2 inhibitor: inhibits human steroid receptor coactivator 2. Q15596. HEK293 GAL4-SRC2 luciferase reporter, luminescence. inhibition, % at 9 µM. 370,000 tested, 0.17% active;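 active = inhibition above the mean inhibition of all tested compounds plus 3 SD, set per campaign, cut at about 52% in these data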;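 note: 0% = DMSO treated cells and 100% = cells given Gossypol at 36 µM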
Target sequence (Q15596 whole entry, looked up, the tested form may be a part): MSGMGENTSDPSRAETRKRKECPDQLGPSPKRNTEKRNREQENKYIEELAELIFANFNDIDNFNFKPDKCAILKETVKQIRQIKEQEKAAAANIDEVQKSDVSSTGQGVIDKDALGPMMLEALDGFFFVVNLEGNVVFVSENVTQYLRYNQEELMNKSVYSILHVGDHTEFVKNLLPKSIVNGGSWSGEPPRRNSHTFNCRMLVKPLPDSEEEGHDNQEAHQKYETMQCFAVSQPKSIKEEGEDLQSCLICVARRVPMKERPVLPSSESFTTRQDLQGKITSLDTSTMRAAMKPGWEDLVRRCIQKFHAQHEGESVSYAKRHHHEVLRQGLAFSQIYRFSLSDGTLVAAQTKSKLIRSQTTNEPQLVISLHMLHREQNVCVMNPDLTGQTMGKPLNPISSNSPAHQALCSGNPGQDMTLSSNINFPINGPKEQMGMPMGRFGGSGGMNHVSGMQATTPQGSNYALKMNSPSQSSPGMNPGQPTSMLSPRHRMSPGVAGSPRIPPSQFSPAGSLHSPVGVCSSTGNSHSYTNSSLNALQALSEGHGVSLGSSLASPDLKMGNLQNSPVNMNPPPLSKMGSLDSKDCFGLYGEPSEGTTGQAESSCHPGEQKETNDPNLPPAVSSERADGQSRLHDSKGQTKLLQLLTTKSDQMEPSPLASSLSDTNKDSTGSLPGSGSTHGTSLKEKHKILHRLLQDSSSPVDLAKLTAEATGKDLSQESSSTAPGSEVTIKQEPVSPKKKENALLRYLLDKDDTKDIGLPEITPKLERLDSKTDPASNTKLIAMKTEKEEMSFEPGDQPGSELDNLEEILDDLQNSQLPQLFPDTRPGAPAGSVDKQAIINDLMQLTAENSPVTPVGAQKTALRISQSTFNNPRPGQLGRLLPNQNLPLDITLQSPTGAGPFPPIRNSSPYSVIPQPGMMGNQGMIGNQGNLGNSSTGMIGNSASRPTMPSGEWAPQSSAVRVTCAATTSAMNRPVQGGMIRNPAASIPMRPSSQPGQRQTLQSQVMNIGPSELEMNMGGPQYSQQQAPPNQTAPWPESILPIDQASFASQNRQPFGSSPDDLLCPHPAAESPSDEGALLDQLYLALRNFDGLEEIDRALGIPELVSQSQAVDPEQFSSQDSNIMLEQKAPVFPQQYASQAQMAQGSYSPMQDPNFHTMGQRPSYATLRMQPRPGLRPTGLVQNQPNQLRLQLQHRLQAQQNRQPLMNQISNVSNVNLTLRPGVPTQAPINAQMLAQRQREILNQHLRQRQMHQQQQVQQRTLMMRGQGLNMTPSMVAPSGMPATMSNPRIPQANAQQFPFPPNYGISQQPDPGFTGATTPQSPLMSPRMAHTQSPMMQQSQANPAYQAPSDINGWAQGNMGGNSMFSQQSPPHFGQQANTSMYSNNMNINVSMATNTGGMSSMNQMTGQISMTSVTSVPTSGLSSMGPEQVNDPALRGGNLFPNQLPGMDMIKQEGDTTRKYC
SRC1 inh: inhibitors of human steroid receptor coactivator 1 (SRC1); Q15788; HEK293 GAL4-SRC1 luciferase reporter, luminescence; inhibition, % at 3.6 µM; 360,000 tested, 0.12% active; AID 588354;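 active = inhibition above the campaign mean plus 3 SD, with each screening campaign given its own cutoff, cut at about 60% in these data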;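 note: 0% = DMSO treated cells and 100% = gossypol at 36 µM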
ABHD5 PLIN5 PPI: inhibitors of human ABHD5-perilipin-5 interaction. Q00G26+Q8WTS1. Split G. princeps luciferase complementation, luminescence, 4 h. inhibition, % at 4 µM. 360,000 tested, 0.78% active;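 active = inhibition above the mean inhibition across every tested compound plus 3 SD, cut at about 22% in these data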;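 note: 0% = DMSO only wells and the 100% control is not disclosed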
LRH-1 inv ag: NR5A2 inverse agonism in reporter assay. O00482. HEK293T StAR-luciferase reporter, LRH-1 transfected, 24 h. inhibition, % at 3.6 µM. 360,000 tested, 0.13% active;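 active = inhibition above the mean inhibition of all tested compounds plus 3 SD, cut at about 73% in these data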;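 note: 0% = DMSO wells and 100% = reporter-only cells lacking LRH-1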
TWEAK-Fn14 inh: TWEAK-Fn14 signaling inhibition; TWEAK-stimulated Fn14 reporter cells, luciferase luminescence, 8 h; inhibition, % at 10 µM; 360,000 tested, 2% active; in the data active = inhibition above about 50%
NOD2 RIPK2 PPI: blocks binding of human NOD2 to RIPK2; O43353; CHO BLA complementation NOD2-RIPK2, CCF4 ratio; inhibition, % at 4.98 µM; 360,000 tested, 0.38% active; in the data active = inhibition above about 21%;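 note: 0% = vehicle only and 100% = reference blocker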
TLR9-MyD88 inh: blocks human TLR9 binding to MyD88. Q9NR96+Q99836. CHO BLA complementation TLR9-MyD88, CCF4 FRET ratio. inhibition, % at 4.98 µM. 340,000 tested, 0.21% active. AID 504734;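 active = inhibition above the mean over all tested compounds plus 3 SD, cut at about 21% in these data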;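 note: 0% = DMSO only wells and 100% = clavulanate BLA inhibitor control wells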
* = called active by the depositor; · = not tested or not shown. Only part of the results is shown; rates above refer to the full screens.

SMILES	SRC3 inh	COUP-TFII inh	Exocytosis inh	TROY signal inh	NCOA2 inhibitor	SRC1 inh	ABHD5 PLIN5 PPI	LRH-1 inv ag	TWEAK-Fn14 inh	NOD2 RIPK2 PPI	TLR9-MyD88 inh
CCc1nnc(NC(=O)C2Cc3ccccc3CN2S(=O)(=O)CC)s1 (stereo not given)	-1	-9	-1	-24	-24	-18	-1	-9	1	11	6
COc1ccc(C(=O)CC(=O)C(=O)Nc2cccc(C(C)=O)c2)cc1	-4	-7	-12	-4	-7	-7	-4	0	2	-1	-2
O=C(NCc1ccco1)c1ccc([N+](=O)[O-])cc1Cl	3	-2	3	6	-25	-4	5	8	15	-2	-1
Cc1ccc(-n2ncc3c2CC(C)(C)CC3NC(=O)CN2CCCC2=O)cc1 (stereo not given)	15	19	-2	-6	2	12	5	0	-13	-15	-1
O=C(Cc1ccc(Cl)cc1)Nc1ncc([N+](=O)[O-])s1	-52	-26	-2	37	-44	-47	0	-62	-11	-3	9
Cc1ccc(-c2nc(N)s[n+]2-c2ccccc2)cc1	1	-2	-3	-10	-29	-37	-2	-49	-3	-5	-1
Cc1ccccc1OCC(=O)NNC(=S)NC(=O)c1ccco1	9	-4	1	-25	6	6	0	1	12	-2	7
C#CCOCCOCCOCCNc1nc(N2CCN(C(=O)CCCCCCCCCCNC(=O)[C@H](CCCCN)n3cc(CCO)nn3)CC2)nc(N2CCN(C(=O)CCCCCCCCCCNC(=O)[C@@H]([C@H](C)O)n3cc(C)nn3)CC2)n1	-7	·	-4	-2	·	8	45*	5	-15	11	-13
Cc1ccc(S(=O)(=O)N2CCC(C(=O)OCC(=O)N3CC(=O)Nc4ccccc43)CC2)cc1	-6	-3	0	-6	17	0	3	-16	3	-5	-6
COc1ccc(C(=O)N2CCN(c3ccccc3)CC2)cc1S(=O)(=O)NC1CC1	-28	-8	1	-21	-10	-28	-1	-35	-8	2	-2
O=C(Nc1ccc2oc(-c3ccc4ccccc4c3)nc2c1)c1ccc2c(c1)OCCO2	-56	-1	3	7	-15	-77	2	-26	-1	-8	-5
CCCCNC(=O)CN(c1cccc(Br)c1)S(C)(=O)=O	24	-1	-5	5	-6	2	5	-1	5	0	-8
NC(=O)C(=O)NCCCN1CCOCC1	4	-20	-1	5	-2	-3	4	-1	-5	-1	-1
CC(=O)N1CCN(c2ccc(NCc3ccc(-c4cccc(Cl)c4)o3)cc2)CC1	-23	·	-1	-36	·	-17	-3	33	-45	2	-10
COc1c(C)cc(Br)cc1C(=O)Nc1cccc(NC(=O)c2ccco2)c1	12	·	-1	14	·	3	0	2	3	-6	2
O=C(Cn1ncc2c3ccccc3n(Cc3ccccc3)c2c1=O)NCCCN1CCOCC1	-9	-3	1	1	1	7	2	-5	-3	-5	3
CC(Oc1ccc(Cl)cc1Cl)C(=O)Nn1cnnc1 (stereo not given)	5	-18	-1	-1	-42	9	-8	0	6	4	4
COc1cccc(C(=O)Nc2ccc(NC(=O)C3CC=CCC3C(=O)O)cc2)c1 (stereo not given)	0	-17	0	-29	-27	-20	9	0	1	-1	-1
O=C(O)Cn1cc(C(=S)N2CCCCC2)c2ccccc21	-23	4	-6	-4	-39	8	-7	-10	6	7	-17
CN(CC(O)COc1ccccc1F)C1CCCCC1 (stereo not given)	-10	-21	-2	-3	-26	11	-4	4	1	0	-4
Cc1ccc(C(=O)N/C(=C\c2ccc(C(C)C)cc2)C(=O)NCCCN2CCOCC2)cc1	7	-4	10	-14	-5	0	6	3	-14	9	-9
Cc1cccc(N2CCN(C(=O)C3CCN(c4ncnc5c4nc4n5CCCCC4)CC3)CC2)c1C	33	9	2	65*	15	2	-3	-16	80*	-4	7
O=C(CC1c2ccccc2Oc2ccccc21)N1CCN(c2ccccn2)CC1	11	-8	-3	26	-10	5	-2	2	20	-18	-5
CCN(CC)S(=O)(=O)c1ccc(/C=C/C(=O)O)cc1	3	3	4	-8	23	1	-4	0	4	-5	-8
O=C(c1ccc(C(F)(F)F)cc1)N1CCC(=O)N(C(COCc2ccc(Cl)cc2)Cc2ccccc2)CC1 (stereo not given)	1	-2	-3	7	-17	-12	4	-1	1	6	-5

Carrying on:
SMILES	SRC3 inh	COUP-TFII inh	Exocytosis inh	TROY signal inh	NCOA2 inhibitor	SRC1 inh	ABHD5 PLIN5 PPI	LRH-1 inv ag	TWEAK-Fn14 inh	NOD2 RIPK2 PPI	TLR9-MyD88 inh
CCCNC(=O)COc1coc(CN2CCN(c3ccc(F)cc3)CC2)cc1=O	12	-8	3	-19	10	8	-5	-10	5	-3	8
CN(CC(=O)Nc1ccc(F)cc1)C(=O)C1CCCC1	-1	-28	-1	9	16	-8	1	5	9	-7	14
COc1ccc(CCC(=O)N(C)CC(=O)Nc2cc(C)ccc2C)cc1	6	8	1	5	-8	0	-2	11	3	4	-2
COc1ccc(-c2[nH]c(-c3cccc(OC)c3)nc2SCC(=O)NC2CCCC2)cc1	11	3	-6	-3	-9	13	-3	-20	28	-10	1
CCN(Cc1ccncc1)C(=O)c1cc(COc2ccc(C)c(C)c2)on1	5	31	14	7	0	-1	3	18	23	-3	10
COc1ccccc1-n1c(=O)[nH]c2c(C(N)=O)nc(CC(C)C)nc21	0	7	-2	9	12	-12	3	3	38	0	1
COc1ccc(/C=C/C(=O)OCC(=O)c2ccc3c(c2)NC(=O)CO3)cc1	11	3	5	-15	10	1	-5	8	-27	-9	-4
Cc1oc(-c2cc(F)cc(F)c2)nc1CN1CCN(C(=O)c2ccco2)CC1	5	2	1	-11	-16	-10	-5	-27	11	1	3
C/C(N)=C(/C#N)C(=O)COc1ccc(Cl)cc1Cl	-21	-4	5	-68	-12	-54	3	-23	-16	-2	-3
COc1ccc(NC(=O)c2ccc3c(=O)n4c(nc3c2)CCCCC4)cc1	-9	-19	-2	-31	-6	-9	0	9	-6	1	5
Cc1ccc(NC(=O)CN2C(=O)NC3(CCCCCC3)C2=O)cc1Cl	-12	-10	5	-11	-4	-3	-19	0	-20	5	7
COc1ccc(CN2CC[C@@H]3CN(C(C)=O)[C@H](c4ccccc4Br)C[C@@H]32)cc1	9	-2	0	1	2	-5	-7	-1	3	-12	·
O=C(O)/C=C1\NC(=O)c2ccccc21	-14	3	-1	-1	-1	-13	-2	-14	7	1	6
O=C(CSc1ncnc2ccccc12)Nc1cccc(S(=O)(=O)N2CCCC2)c1	5	8	5	15	-25	-13	1	14	38	-8	·
COc1ccc(Nc2nnc(-c3ccc(C(N)=O)cc3)c3ccccc23)cc1	-16	-2	16	11	-12	-29	-2	-7	-6	-1	3
CCOC(=O)c1cc(-c2ccc(F)cc2)n(CC(=O)Nc2nccs2)c1C	10	19	5	4	5	8	-2	6	-6	-2	1
C=CCn1c(SCc2ccccc2)nnc1-c1cccnc1	12	2	1	13	15	9	-3	-3	7	5	-13
Cc1ccc(S(=O)(=O)c2nc(-c3ccccc3)oc2NCCCN2CCOCC2)cc1	3	3	-2	-19	2	4	7	20	-14	-11	7
Clc1ccc(CN2CCN(c3ncnc4scc(-c5cccs5)c34)CC2)cc1	10	18	5	32	14	9	-7	3	18	-3	-12
CC1(C)CC(=O)C2=C(C1)Nc1ccccc1NC2c1ccc2c(c1)OCO2 (stereo not given)	13	5	-2	-35	-9	-5	-7	-6	-9	2	-3
CC(C)(C)n1nc2c(c1NC(=O)COc1ccc(F)cc1)CS(=O)(=O)C2	6	-4	-1	27	-12	-1	-3	-8	5	-14	-13
CCOc1cc(C(=O)Nc2ccccc2N2CCOCC2)ccc1OCC(=O)N1CCCCC1	1	2	-3	6	-4	-3	2	-6	8	-2	-2
O=C(Nc1sc2c(c1C(=O)O)CCC2)c1cccs1	-5	-17	-3	-41	-30	-24	0	-57	-9	-7	1
CCOC(=O)c1c(NC(=O)Cn2cc([N+](=O)[O-])cn2)sc2c1CCC2	-2	14	3	-6	0	6	-1	-16	-7	-6	-5
CCOc1ccc(N(CC(=O)Nc2ccc(C)cc2)S(=O)(=O)c2c(C)noc2C)cc1	14	8	7	9	-11	4	7	31	-2	1	5

Next section.
SMILES	SRC3 inh	COUP-TFII inh	Exocytosis inh	TROY signal inh	NCOA2 inhibitor	SRC1 inh	ABHD5 PLIN5 PPI	LRH-1 inv ag	TWEAK-Fn14 inh	NOD2 RIPK2 PPI	TLR9-MyD88 inh
CCOc1ccccc1CNC(=O)c1ccc(Sc2ccc(Cl)cc2)c(NC(C)=O)c1	13	1	-3	18	-27	16	-2	-40	-10	-6	-8
CC(C)N(CCCNC(=O)Cn1c(=O)c2cccn2c2ccc(F)cc21)Cc1ccccc1	-18	-2	4	-19	-32	-11	0	-9	-15	-28	-4
CCn1c(SCC(=O)NCCc2ccccc2)nc2c(c1=O)SC(C)C2 (stereo not given)	-6	2	6	5	10	-46	0	-3	3	-1	0
O=C(CN1C(=O)C2C3C=CC(C3)C2C1=O)Nc1ccc2nccnc2c1 (stereo not given)	-5	6	0	-12	-8	-6	-1	7	23	-2	2
COc1ccc(S(=O)(=O)Nc2cc(C(=O)NCCCOC(C)C)ccc2N2CCOCC2)cc1	12	13	-2	14	9	4	-1	1	4	-1	1
CC1C(=O)N(Cc2cn(Cc3ccco3)nn2)CCS(=O)(=O)N1Cc1ccc(-c2ccc(F)cc2Cl)cc1 (stereo not given)	4	9	2	11	-6	-2	13	10	31	2	·
Cc1ccc(S(=O)(=O)NCc2c(-c3ccccc3)noc2C)cc1	18	6	4	-10	6	11	0	5	2	-6	-8
CCN=C1SC(CC(=O)NC(C)C)C(=O)N1CC (stereo not given)	7	3	4	11	-16	-8	6	-9	8	0	3
O=C(NCc1ccc2c(c1)OCO2)c1ccc(CSCc2ccc(Cl)cc2)o1	7	-7	5	10	-5	0	10	-22	-5	-5	8
Cc1cc(OCCNCCO)cc(C)c1Cl	-5	8	-1	16	-46	17	2	17	4	-4	0
CN(c1ccc(OCCOc2ccccc2Cl)cc1)S(=O)(=O)c1ccccc1	17	23	3	-1	-29	4	0	9	1	-2	-4
Cc1cc(C)nc(SCC(=O)N/N=C/c2cc(C)n(-c3ccccc3C)c2C)n1	20	12	-3	-15	-20	-15	2	0	10	-1	3
COc1ccc(C(=O)N2CCN(c3ccc([N+](=O)[O-])c(NCCc4ccc(OC)c(OC)c4)c3)CC2)cc1	32	39*	-3	63*	18	23	-2	35	92*	-9	2
Cc1cc(Cl)ccc1OCC(=O)N(Cc1cccs1)C1CCS(=O)(=O)C1 (stereo not given)	-3	-4	8	-16	-17	13	19	-12	-1	5	2
CC12COC3(C(=O)Nc4ccc(F)cc4)CC1CCC32C (stereo not given)	2	8	-6	-3	-2	0	1	6	-5	-4	-3
COc1ccc(C(CCNCc2ccc(N(C)C)cc2)C(C)C)cc1 (stereo not given)	6	5	69*	5	-7	6	3	12	-10	-3	-1
COc1ccc2c(Cl)c(C(=O)OCC(=O)c3ccc4c(c3)NC(=O)CO4)sc2c1Cl	9	-16	0	8	15	0	0	12	-29	-5	2

An excerpt of the results above:
SMILES	SRC3 inh	COUP-TFII inh	Exocytosis inh	TROY signal inh	NCOA2 inhibitor	SRC1 inh	ABHD5 PLIN5 PPI	LRH-1 inv ag	TWEAK-Fn14 inh	NOD2 RIPK2 PPI	TLR9-MyD88 inh
CCOc1ccccc1CNC(=O)c1ccc(Sc2ccc(Cl)cc2)c(NC(C)=O)c1	13	1	-3	18	-27	16	-2	-40	-10	-6	-8
CC(C)N(CCCNC(=O)Cn1c(=O)c2cccn2c2ccc(F)cc21)Cc1ccccc1	-18	-2	4	-19	-32	-11	0	-9	-15	-28	-4

Source: PubChem
